TRb-SRC2 inh – inhibitors of human thyroid hormone receptor beta-SRC2 interaction; TRbeta-SRC2 peptide binding, fluorescence polarization; receptor liganded with 1 µM T3; Potency, µM (series often up to 106 µM), for inactives: top-dose activity change, negative = inhibition, usual class: inhibitors; 280,000 compounds, 0.065% hits; AID 1469;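 note: plate controls were bound peptide for no effect and peptide without receptor for full effect; nearly all actives have a fitted effect of over 50% in size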
Target sequence (P10828 whole entry, looked up): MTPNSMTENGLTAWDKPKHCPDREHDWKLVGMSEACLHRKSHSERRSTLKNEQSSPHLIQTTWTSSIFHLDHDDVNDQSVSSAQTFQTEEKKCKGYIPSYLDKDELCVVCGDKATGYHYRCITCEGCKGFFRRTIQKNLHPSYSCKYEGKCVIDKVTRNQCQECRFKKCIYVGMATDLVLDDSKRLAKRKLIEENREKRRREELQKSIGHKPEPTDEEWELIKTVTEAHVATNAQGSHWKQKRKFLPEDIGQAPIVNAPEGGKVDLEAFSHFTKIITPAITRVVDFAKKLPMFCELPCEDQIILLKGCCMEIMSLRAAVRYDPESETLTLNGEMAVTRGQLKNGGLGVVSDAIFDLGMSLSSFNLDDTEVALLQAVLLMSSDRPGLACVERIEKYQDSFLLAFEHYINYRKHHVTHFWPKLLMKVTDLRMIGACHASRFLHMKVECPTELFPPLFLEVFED
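A fluorescence polarization screen tested compounds at multiple concentrations against complex formation between 0.6 uM TRb ligand-binding domain and 20 nM Texas Red SRC2 peptide, with 1 uM T3 present; readout after 5 hr.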
aGal spleen mod – inhibitors or activators of human alpha-galactosidase in spleen homogenate | P06280 | human spleen homogenate, 4MU-alpha-Gal fluorescence, 40 min | Potency, µM (series often up to 80 µM), for inactives: at the top dose activity change, negative = inhibition, actives largely listed as inhibitors | 240,000 compounds, 0.008% hits | AID 2107;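 note: 0% = enzyme with vehicle and -100% = no enzyme basal signal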
Target sequence (P06280 32-429 limits assumed): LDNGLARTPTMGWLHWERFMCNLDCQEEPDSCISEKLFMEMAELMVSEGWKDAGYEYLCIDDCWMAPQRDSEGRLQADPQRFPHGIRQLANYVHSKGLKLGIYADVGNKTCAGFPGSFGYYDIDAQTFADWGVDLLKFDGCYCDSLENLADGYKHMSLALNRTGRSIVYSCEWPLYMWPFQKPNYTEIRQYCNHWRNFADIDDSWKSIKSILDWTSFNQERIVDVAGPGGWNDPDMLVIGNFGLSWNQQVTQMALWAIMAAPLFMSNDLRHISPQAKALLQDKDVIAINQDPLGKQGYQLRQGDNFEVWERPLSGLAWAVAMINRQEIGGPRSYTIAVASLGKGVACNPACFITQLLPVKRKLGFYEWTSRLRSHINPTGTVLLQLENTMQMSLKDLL
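qHTS titration in buffer at pH 5.0. Alpha-galactosidase activity in spleen homogenate was measured via 4-methylumbelliferone release from 1 mM fluorogenic substrate after 40 min at 37C and a pH 10 stop. AC50 came from Hill fits of control-normalized data.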
L3MBTL1 inh – blocks human L3MBTL1 | AlphaScreen L3MBTL1–H3K9me1 peptide binding | 230,000 compounds, 0.66% hits | Potency, µM (top dose mostly 57.1 µM), inactives show at the top dose activity, negative = inhibition, usual class: inhibitors; note: nearly all actives have a fitted effect of over 60% in size
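AlphaScreen assay: L3MBTL1 (50 nM final) was preincubated 30 min at room temperature with biotinylated H3(1-15)K9me1 peptide (75 nM final), then 30 min with library compounds; streptavidin donor and nickel chelate acceptor beads (10 ug/mL final) added, 30 min dark.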
ALDH1A1 inh – ALDH1A1 (human) enzyme inhibition; P00352; Purified ALDH1A1, NADH fluorescence, propionaldehyde substrate; Potency, µM (top dose mostly 75.3 µM), without a hit: at the top dose activity, negative = inhibition, most hits filed as inhibitors; 220,000 compounds, 7.3% hits; active = well fitted inhibition curve with a large enough effect, not every such curve was filed as active; inconclusive = small, poorly fitted or top-dose-only effect, or another doubt; inactive = no such curve, though single readings can be large or run the other way;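 note: plate controls were no enzyme wells and a reference inhibitor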
Tau fibril ThT – inhibitors of human tau fibril formation, thioflavin T binding; recombinant tau K18 P301L, heparin-induced fibrillization, ThT fluorescence; 270,000 compounds, 2.1% hits; Potency, µM (titrated, usually from 57.4 µM), for inactives: top-dose activity, negative = inhibition, actives largely listed as inhibitors; P10636; note: nearly all actives have a fitted effect of over 55% in size
Target sequence (P10636 561-689 P618L limits assumed): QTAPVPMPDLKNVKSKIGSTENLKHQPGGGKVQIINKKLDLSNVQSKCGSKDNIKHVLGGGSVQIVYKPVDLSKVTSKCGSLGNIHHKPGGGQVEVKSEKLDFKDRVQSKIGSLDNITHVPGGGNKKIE
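Recombinant human tau K18 fragment […] carrying P301L, 15 uM unlabeled plus 0.24 uM Alexa 594-labeled, was fibrillized with 20 uM heparin in 100 mM sodium acetate pH 7 for 6 hr at 37 C; 30 uM ThT fluorescence read after 1 hr.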
Tau fluor counter – counter-screen for tau fibril formation inhibitors | tau K18 P301L (four-repeat tau fragment) Alexa594 fluorescence, heparin fibrillization | Potency, µM (titrated, usually from 57.7 µM), inactives show top-dose activity change, negative = decrease | 280,000 compounds, 0.93% hits | AID 1463; note: nearly all actives have a fitted effect of over 55% in size
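Human K18 P301L tau (15 uM unlabeled plus 0.24 uM Alexa 594-labeled, final) in 100 mM sodium acetate pH 7 was mixed with compound and 20 uM heparin and incubated 6 hr at 37 C.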
TexasRed fluor – alters Texas Red total fluorescence, flagging assay interference; Potency, µM (highest dose often 106 µM), for inactives: top-dose fluorescence change, negative = quenching; AID 1479; 280,000 compounds, 0.29% hits; TRb/SRC2 Texas Red total fluorescence interference; active = well fitted curve in either direction with a large enough effect; inconclusive = small, poorly fitted or top-dose-only effect
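Flags fluorescent or light-absorbing compounds by total fluorescence, S + 2P, at 555 nm excitation and 632 nm emission. Mixture: 20 nM Texas Red SRC2 peptide, 0.6 uM human TRb LBD, 1 uM T3, 5% DMSO; compound exposure 5 h at ambient temperature.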
Tau fibril FP – inhibitors of human tau fibril formation | P10636 | 280,000 compounds, 0.39% hits | AID 1468 | Potency, µM (series often up to 57.7 µM), inactives show at the highest dose activity, negative = inhibition, hits mostly inhibitors | K18 P301L tau heparin fibrillization, Alexa594 FP, 6 h; note: nearly all actives have a fitted effect of over 55% in size
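Read-out: fluorescence polarization of Alexa 594-labeled tau (0.24 uM), 555 nm excitation, 632 nm emission. Mixtures held 15 uM unlabeled K18 P301L, compound and 20 uM heparin, pH 7 acetate buffer, incubated 6 hr at 37 C.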
* hit, by the source's call; ? = inconclusive; . = not tested or not shown; [ ] = another dose, or the depositor's remark. Unless noted, calls come from the whole dose curve; as a rule, active = well fitted curve in the direction sought with a large enough effect; inconclusive = small, poorly fitted or top-dose-only effect, or another doubt; inactive = no such curve, though single readings can be large; an effect the other way counts as inactive or inconclusive. Unless noted, % is set by controls: 0 for no effect and ±100 for the full control effect; potency is the fitted concentration of half-maximal effect. Random draw from the library; any-hit rate near 8.5%.

The line under a structure holds: TRb-SRC2 inh | aGal spleen mod | L3MBTL1 inh | ALDH1A1 inh | Tau fibril ThT | Tau fluor counter | TexasRed fluor | Tau fibril FP
1) CCOc1ccc(/C=C/C2=Cc3c(sc(NC(=O)CSc4n[nH]c(N)n4)c3C#N)C(C)(C)C2)cc1
 : 0.2% | 9.6% | -8.5% | 25.1µM* | 14.1µM* | ? | 6.9% | -14.3%
2) CC(=O)N1CCC(N(CCN2CCOCC2)C(=S)Nc2ccccc2C)CC1
 : 14.0% | -5.7% | 8.0% | 7.0% | -3.5% | -2.0% | 2.2% | 0.2%
3) CCOc1ccccc1CNC(=O)c1oc2ccc3c(c2c1C)C(=O)CC(C)(C)O3
 : -1.3% | . | . | . | -3.9% | -12.0% | -1.1% | 9.3%
4) Cc1ccc2c(c1)N(CC(=O)NCc1cccnc1)C(=O)CO2
 : -12.6% | 5.6% | -19.2% | 0.7% | -1.3% | -1.1% | 0.1% | -3.6%
5) CCCCC1CC1C(=O)Nc1ccc(OC)c(OC)c1 (stereo unspecified)
 : 7.6% | 2.6% | 0.3% | 6.9% | 0.4% | -7.3% | 1.0% | 1.5%
6) CCCCSc1nsc(NC(C)=O)n1
 : -14.0% | -1.0% | -0.6% | -9.6% | -2.8% | -1.7% | 0.7% | 4.9%
7) CCOC(=O)c1c(NC(=O)C2C3C=CC(C3)C2(C)C(=O)O)sc2c1CCCC2 (stereo unspecified)
 : 1.3% | -0.9% | -14.7% | -9.1% | -13.4% | 13.3% | 0.1% | 2.5%
8) CCOC(=O)c1c(NC(=O)c2ccc(N3CCOCC3)c([N+](=O)[O-])c2)sc(C)c1C
 : 0.5% | 1.5% | -5.4% | -13.7% | -11.7% | 0.0% | 0.4% | 0.6%
9) O=C1c2ccncc2C(=O)N1CO
 : 0.1% | 0.4% | 10.3% | 4.2% | -5.3% | -5.8% | -3.2% | 3.9%
10) Cc1cccc(NS(=O)(=O)c2ccc3c(c2)C(C)(C)C(=O)N3C)c1
 : -4.5% | . | . | . | 1.6% | -4.6% | 0.1% | 0.3%
11) CCCCC(=O)Nc1ccc2c3c(cccc13)C(=O)N2CC
 : -15.1% | -1.5% | 7.8% | 7.08µM* | ? | -5.8% | 1.7% | -1.4%
12) COc1cc(C(=O)N/N=C(\C)c2ccc3c(c2)OCO3)cc(OC)c1OC
 : 10.4% | 0.1% | ? | ? | -14.2% | 2.8% | -0.3% | -0.5%
13) Cc1ccc(-c2nc3ncccn3c2Nc2ccccc2C)o1
 : -3.8% | -2.0% | . | -2.9% | -10.5% | -11.1% | -5.8% | 13.6%
14) COC(=O)c1ccc(/C=N\n2c(C)nnc2C)cc1
 : 0.7% | 3.7% | 21.5% | ? | -17.4% | -6.1% | 0.9% | -3.4%
15) CC(=O)c1ccc(OCCCC(=O)OCc2nnc(-c3ccc(Cl)cc3)o2)cc1
 : -1.6% | 2.0% | -2.0% | -7.1% | ? | -12.8% | -3.4% | 2.9%
16) CCOC(=O)c1ccc(NC2c3ccccc3C(=O)N2c2ccc(C)cn2)cc1 (stereo unspecified)
 : -16.8% | 2.3% | . | -4.1% | -9.0% | -6.9% | -1.3% | 7.0%
17) O=[n+]1c2c(n([O-])c3c1CCC3)CCCC2
 : -3.7% | 4.8% | . | 4.4% | 2.1% | 2.6% | -1.1% | 5.7%
18) Cc1cc([N+](=O)[O-])ccc1N=Nc1c(N)[nH]n(-c2ccccc2)c1=O
 : 10.9% | -2.6% | -16.3% | ? | 15.8µM* | ? | -2.1% | ?
19) CCOC(=O)c1oc2ccccc2c1CN1CCN(C(=O)c2ccccc2)CC1
 : 2.6% | -2.1% | ? | 20µM* | -6.1% | -7.6% | -0.9% | 5.3%
20) Cc1cc2c(cc1C)N(C(=O)CN1C(=O)c3ccccc3C1=O)C(C)(C)c1ssc(=S)c1-2
 : -2.1% | ? | ? | 1.1% | ? | ? | 1.1% | 9.3%
21) CCOc1ccc(-n2c(C)nc3cc(C(=O)NCc4ccc5c(c4)OCO5)ccc32)cc1
 : -3.0% | 0.6% | -15.0% | -11.0% | -10.7% | -4.0% | 1.2% | 8.9%
22) CCOC(=O)c1nccnc1C(=O)Nc1ccc(C(F)(F)F)cc1
 : 1.0% | 3.0% | . | 1.7% | -4.6% | -9.9% | -3.4% | ?
23) O=C(Nc1cccc(C(F)(F)F)c1)C12CC3CC(CC(C3)C1)C2
 : -5.4% | -0.8% | 4.4% | -6.2% | -4.7% | -5.3% | -3.9% | -10.3%
24) NC(=O)c1cccc2c3c([nH]c12)CCCC3
 : -1.1% | -3.7% | -7.1% | 2.3% | -23.4% | -20.2% | 1.6% | 2.8%
25) Fc1ccccc1OCCCN1CCOCC1
 : -20.6% | 6.6% | . | -5.4% | 4.6% | 1.8% | 2.2% | 7.4%
26) O=C(CSc1ccc(Cl)cc1)Nc1ccccc1Oc1ccccc1
 : -2.7% | 4.9% | ? | 5.9% | -1.9% | -11.0% | 0.9% | -0.3%
27) CCC1=Nc2cc(C(=O)NC3CCCC3)ccc2Sc2ccc(Br)cc21
 : -6.9% | . | . | . | -8.1% | -6.6% | 0.5% | 1.7%
28) COc1ccc(/C=C/C(=O)OCC(=O)Nc2ccc(N3CCOCC3)cc2)cc1OC
 : -1.6% | 1.2% | -4.1% | ? | -33.1% | ? | -2.5% | -5.6%
29) CCOc1ccc2nc(SCC#N)c(C#N)cc2c1
 : -7.0% | -16.8% | 14.2% | 23.1% | ? | -20.2% | -5.7% | ?
30) O=C(N/N=C/c1cc(Br)c(Br)o1)C(O)c1ccccc1 (stereo unspecified)
 : -1.1% | 5.8% | -26.7% | ? | ? | -5.1% | -3.6% | -0.6%
31) COc1ccc(C(=O)OCC(=O)NCC2CCCCC2)cc1S(=O)(=O)N1CCCc2ccccc21
 : -17.6% | 11.1% | . | 20µM* | -9.8% | -21.4% | -1.2% | -8.1%
32) Cc1cc(N2CCN(C(=O)c3ccco3)CC2)n2nc(-c3cccc(Cl)c3)cc2n1
 : 2.0% | 5.0% | -3.1% | ? | -12.7% | -8.9% | -3.9% | 7.3%
33) Cc1sc2ncnc(OCC(=O)NC3CCS(=O)(=O)C3)c2c1C (stereo unspecified)
 : 0.8% | 4.8% | 1.5% | . | 3.9% | 5.5% | -0.1% | -0.2%
34) CCOC(=O)c1cc(C)nc(N2CCCCC2)c1C#N
 : 1.7% | 9.0% | 80.7%[activator] | . | -8.2% | -11.0% | -3.1% | -6.0%
35) CCc1ccc(-n2c(=O)c3c(C)c(C(=O)N(C)C)sc3n(Cc3ccccc3F)c2=O)cc1
 : -3.8% | . | . | . | 4.5% | 0.8% | -2.8% | -4.7%
36) Cc1ccc(CCNC(=O)c2ccc3c(c2)N(Cc2ccccc2)C(=O)c2ccccc2S3=O)cc1 (stereo unspecified)
 : -3.0% | . | . | . | -1.9% | -19.7% | -1.0% | -8.2%
37) O=C(O)CCCSCC(=O)Nc1ccccc1
 : 4.4% | 6.7% | . | -12.1% | -0.2% | -6.3% | -3.0% | -0.4%
38) COc1ccc(OC)c(C2C(C(=O)c3ccccc3)=C(C)Nc3nc4ccccc4n32)c1 (stereo unspecified)
 : 9.5% | 8.4% | 1.4% | 6.3% | -5.0% | -17.0% | -2.1% | -18.6%
39) COc1ccc(NC(=O)C23CC4CC(C2)CC(n2cnc(Br)n2)(C4)C3)c(C)c1
 : -2.3% | -3.6% | 2.3% | 7.3% | 0.7% | -2.2% | -0.1% | -11.1%
40) COc1ccc2c(c1)OC(=O)CC2c1ccccc1C (stereo unspecified)
 : 0.3% | -2.0%[119 µM] | . | -6.6%[120 µM] | ? | ? | -0.1% | 7.5%[81.3 µM]
41) COc1ccc(CNC(=O)c2ccc(NC(=O)N3CCCCc4ccccc43)cc2)c(OC)c1
 : 0.3% | . | . | . | 1.7% | -1.7% | 1.4% | 0.8%
42) COc1ccc(OC)c(C(c2nnnn2C2CCCC2)N2CCN(c3ccc(F)cc3)CC2)c1 (stereo unspecified)
 : -7.7% | 5.4% | . | -6.1% | ? | -23.7% | -0.6% | 6.7%
43) COc1ccccc1N1CCN(CCCNC(=O)c2nnc(Cc3c(F)cccc3Cl)o2)CC1
 : -9.5% | . | . | . | -6.5% | -12.7% | -1.6% | -3.6%
44) Cc1ccc(Nc2ccc(N3CCN(c4ccc([N+](=O)[O-])cc4)CC3)nn2)cc1
 : 0.2% | -12.1% | . | -3.5% | ? | -22.1% | -1.0% | -0.4%
45) O=C(NCCc1ccc(Cl)cc1)c1nnc(Cc2ccc(Cl)cc2Cl)o1
 : -5.8% | . | . | . | 6.3% | -8.3% | -0.5% | ?
46) CCNc1nc(NCC)nc(Oc2ccc(OCc3ccccc3)nn2)n1
 : 3.6% | -0.8% | -11.9% | 7.0% | 1.5% | 0.3% | -1.5% | -0.1%
47) O=C1C=C(NCCO)C(=O)c2cnccc21
 : 1.6% | 1.9% | . | 8.5% | ? | -15.0% | -5.1% | -10.1%
48) CCOc1cc(C(=O)Nc2cc(C)ccc2OC)ccc1OCC(=O)N1CCCCC1
 : 2.5% | 2.1% | -0.8% | 7.4% | -10.4% | -6.8% | 0.7% | -0.1%
49) COc1cc(OC)cc(C(=O)Nc2ccc3oc(-c4cccc5c(Br)cccc45)nc3c2)c1
 : -3.5% | . | . | . | -13.6% | -13.2% | -7.2% | ?

Excerpt, compounds 46–49
The line under a structure holds: TRb-SRC2 inh | aGal spleen mod | L3MBTL1 inh | ALDH1A1 inh | Tau fibril ThT | Tau fluor counter | TexasRed fluor | Tau fibril FP
46) CCNc1nc(NCC)nc(Oc2ccc(OCc3ccccc3)nn2)n1
 : 3.6% | -0.8% | -11.9% | 7.0% | 1.5% | 0.3% | -1.5% | -0.1%
47) O=C1C=C(NCCO)C(=O)c2cnccc21
 : 1.6% | 1.9% | . | 8.5% | ? | -15.0% | -5.1% | -10.1%
48) CCOc1cc(C(=O)Nc2cc(C)ccc2OC)ccc1OCC(=O)N1CCCCC1
 : 2.5% | 2.1% | -0.8% | 7.4% | -10.4% | -6.8% | 0.7% | -0.1%
49) COc1cc(OC)cc(C(=O)Nc2ccc3oc(-c4cccc5c(Br)cccc45)nc3c2)c1
 : -3.5% | . | . | . | -13.6% | -13.2% | -7.2% | ?
